Bioassay records (PubChem)
Pol beta inh: inhibitors of human DNA polymerase beta | Potency, µM (titrated, usually from 114 µM), inactives show at the highest dose activity change, negative = inhibition, hits mostly inhibitors | P06746 | Pol beta primer extension/strand displacement, fluorescence kinetic | AID 485314 | actives 1.3% (n = 340,000); further: potency means the concentration at half of the fitted maximal effect; on the % scale 0 is the no-effect control and ±100 the full control effect
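Kinetic readout of DNA synthesis with strand displacement by Pol beta. Compound and 10 nM enzyme sit 15 min at room temperature; 50 nM substrate starts the reaction, read immediately and at 10 min.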
BLM inh: Bloom syndrome helicase (human) inhibition; P54132; recombinant BLM DNA unwinding, fluorescence dequenching; Potency, µM (series often up to 56.1 µM), for the others: at the highest dose activity change, negative = inhibition, most hits filed as inhibitors; actives 0.2% (n = 350,000); AID 2528;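 further: potency means the concentration at half of the fitted maximal effect; plate controls were vehicle for no effect and no enzyme for full effect; nearly all actives have a fitted effect of over 35% in size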
TRHR ag: agonists of human TRH receptor. activation, % at 2 µM. TRHR cells, calcium flux fluo-8, FDSS agonist mode. actives 0.18% (n = 360,000). AID 493084. P34981; in the data active means activation above about 30%; further: 0% is about no effect
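Steps: seed TRHR cells overnight; add fluo-8 no-wash Ca dye, RT 30 min–1.5 h; record 10 s baseline; pin-transfer compounds; monitor fluorescence 1 cycle/s for the agonist window. Calcium increases flag candidate agonists.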
ERG Ets-DNA blk: blocks human ERG Ets domain binding to DNA | P11308 | fluorescence polarization, His-ERG Ets domain / labelled DNA | Potency, µM (highest dose often 76.9 µM), inactives show top-dose FP activity, negative = inhibition, usual class: inhibitors | actives 0.028% (n = 370,000); active means well fitted inhibition curve with a large enough effect in the polarisation, with a control signal flat; inconclusive means small, poorly fitted or top-dose-only effect, or effect the other way, or a change in a side signal; inactive means no such curve, though single readings can be large or run the other way; the % refers to the polarisation;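 further: polarization taken with two DNA probes labelled with fluorescein and Texas red; potency means the concentration at half of the fitted maximal effect; % of control where 0% means no effect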
Target sequence (P11308 whole entry, looked up, the tested form may be a part): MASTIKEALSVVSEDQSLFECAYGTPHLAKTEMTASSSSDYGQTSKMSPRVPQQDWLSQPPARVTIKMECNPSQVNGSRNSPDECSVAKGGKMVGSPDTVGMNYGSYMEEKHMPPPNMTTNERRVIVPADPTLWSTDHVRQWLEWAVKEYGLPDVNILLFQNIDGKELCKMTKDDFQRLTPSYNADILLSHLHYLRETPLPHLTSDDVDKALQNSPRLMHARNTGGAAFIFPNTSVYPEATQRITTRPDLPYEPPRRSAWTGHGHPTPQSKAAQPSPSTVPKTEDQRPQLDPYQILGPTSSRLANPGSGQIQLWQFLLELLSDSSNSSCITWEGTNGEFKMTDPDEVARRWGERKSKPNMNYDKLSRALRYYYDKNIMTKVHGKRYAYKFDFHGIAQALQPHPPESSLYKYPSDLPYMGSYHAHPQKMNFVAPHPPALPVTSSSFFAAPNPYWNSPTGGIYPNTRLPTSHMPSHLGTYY
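His-tagged ERG Ets domain (1 uM in the protein solution; 300mM KCl, 50mM Tris-HCl, 1mM EDTA, 1mM DTT, pH 7.5) received compound, then a probe mix of 5 nM fluorescein-DNA and 100nM Texas-615-DNA. Fluorescence polarization was read for both dyes.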
POLI inh: blocks human DNA polymerase iota activity; Pol iota fluorescent replication assay, 10 min; Potency, µM (top dose mostly 115 µM), for inactives: at the top dose activity, negative = inhibition, actives largely listed as inhibitors; AID 588590; Q9UNA4; actives 1% (n = 390,000); further: potency means the concentration at half of the fitted maximal effect
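Pol iota at 10 nM preincubated 15 min with compounds at room temperature; reaction started with fluorescent substrate, 50 nM final. Fluorescence read kinetically at 0 and 10 min; buffer-only wells as negative control.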
Anesthetic bind: candidate novel general anesthetic via apoferritin binding; apoferritin/1-aminoanthracene competitive binding, fluorescence; Potency, µM (top dose mostly 77.5 µM), without a hit: at the highest dose activity change, negative = displacement, hits mostly inhibitors; actives 0.074% (n = 350,000); further: potency means the concentration at half of the fitted maximal effect; on the % scale 0 is the no-effect control and ±100 the full control effect; nearly all actives have a fitted effect of over 20% in size
Target sequence (P02791 2-175 limits assumed): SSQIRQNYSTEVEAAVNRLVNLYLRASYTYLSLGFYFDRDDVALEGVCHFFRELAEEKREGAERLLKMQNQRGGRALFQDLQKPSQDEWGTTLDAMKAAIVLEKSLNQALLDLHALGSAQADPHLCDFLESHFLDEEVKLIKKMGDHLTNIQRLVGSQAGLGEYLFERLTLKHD
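Concentration-response curves derived by four-parameter Hill fitting of normalized fluorescence, where compounds displaced 1-AMA from 10 uM horse apoferritin following a brief 10 min room-temperature incubation; propofol titration acted as positive control.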
ALOX12 inh: ALOX12 (human) lipoxygenase inhibition | AID 1671190 | P18054 | Potency, µM (top dose mostly 108 µM), for inactives: at the highest dose activity change, negative = inhibition, usual class: inhibitors | purified 12hLO, xylenol orange hydroperoxide absorbance | actives 1.1% (n = 580,000); further: potency means the concentration at half of the fitted maximal effect; on the % scale 0 is the no-effect control and ±100 the full control effect
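Hydroperoxide product was detected by ferrous iron/xylenol orange as the 573 to 405 nm absorbance ratio. Arachidonic acid at 40 uM (final) was turned over for 30 min at room temperature by 150 nM human 12hLO, pH 7.0 Hepes buffer, after 15 min compound preincubation.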
APE1 inh: blocks human APE1 abasic DNA cleavage; actives 0.35% (n = 350,000); recombinant APE1, TAMRA/BHQ-2 abasic DNA cleavage fluorescence; Potency, µM (doses to about 65.8 µM), without a hit: top-dose activity change, negative = inhibition, most hits filed as inhibitors; AID 2517; P27695;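 further: potency means the concentration at half of the fitted maximal effect; plate controls were vehicle for no effect and reference inhibitor for full effect; nearly all actives have a fitted effect of over 55% in size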
Target sequence (P27695 whole entry, looked up): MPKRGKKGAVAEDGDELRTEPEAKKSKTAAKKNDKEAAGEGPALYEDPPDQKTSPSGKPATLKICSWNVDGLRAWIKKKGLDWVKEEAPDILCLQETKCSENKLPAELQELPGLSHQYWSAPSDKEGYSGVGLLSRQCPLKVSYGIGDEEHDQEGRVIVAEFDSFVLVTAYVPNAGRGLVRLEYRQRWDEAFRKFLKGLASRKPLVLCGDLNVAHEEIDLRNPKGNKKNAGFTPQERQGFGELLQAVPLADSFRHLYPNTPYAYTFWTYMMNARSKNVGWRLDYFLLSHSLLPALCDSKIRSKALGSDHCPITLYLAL
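Substrate: short duplex with […] THF abasic site, 5'-TAMRA and 3'-BHQ-2, 50 nM final. APE1 at 0.75 nM, preincubated 15 min RT with compound. Fluorescence increase from first to third read measured activity.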
Pol kappa inh: DNA polymerase kappa (human) inhibition | Q9UBT6 | actives 0.53% (n = 400,000) | AID 588579 | purified Pol kappa, fluorescent DNA synthesis assay, 10 min | Potency, µM (doses to about 107 µM), for inactives: top-dose activity, negative = inhibition, most hits filed as inhibitors; further: potency means the concentration at half of the fitted maximal effect; on the % scale 0 is the no-effect control and ±100 the full control effect
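Pol kappa 10 nM + cpd, 15 min RT; start w/ substrate 50 nM final; fluorescence kinetic read, 0 and 10 min. Neg ctrl: buffer, no enzyme.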
Numbers without * were called inactive; ? = inconclusive; . = no result given; & = joins results of further samples; [ ] = dose if it differs, or a comment. Unless noted, the call rests on the fitted dose curve; in most records, active means well fitted curve in the direction sought with a large enough effect; inconclusive means small, poorly fitted or top-dose-only effect, or another doubt; inactive means no such curve, though single readings can be large; an effect the other way counts as inactive or inconclusive.

1	CC(=O)c1ccc(S(=O)(=O)N2CCN(C(=O)C3CCCC3)CC2)cc1
2	C/C(=N\NC(=O)c1nnn(-c2nonc2N)c1CN(C)c1ccccc1)c1cccc(O)c1
3	CCOc1ccc(NC(=O)CN(C)C(=O)c2ccccc2SCC(=O)N2CCCC2)cc1OCC
4	Cc1ccccc1NS(=O)(=O)c1nnc(NC(=O)c2ccccc2F)s1
5	O=C(O)c1ccc2c(c1)[C@@H]1C=CC[C@@H]1[C@H](c1ccccn1)N2
6	Cc1ccc(C(=O)c2cc3ccccc3o2)cc1[N+](=O)[O-]

screen / no.,1,2,3,4,5,6
Pol beta inh,1%,-3%,.,?,.,1%
BLM inh,-2%,-12%,.,2%,.,-7%
TRHR ag,0.4,-0.9,-0.2,0.0,.,-0.2
ERG Ets-DNA blk,-12%,-2%,1%,3%,-18%,7%
POLI inh,54%[activator],-16%,14%,-8%,3.5µM*,69%[activator]
Anesthetic bind,-1%,?,.,-13%,.,-11%
ALOX12 inh,-4%,7%,-9%,35%[activator],-13%,5%
APE1 inh,48%[activator],22%,4%,14%,.,8%
Pol kappa inh,3%,8%,-15%,-13%,10µM*,1%

7	COCCNC(=O)CN1CCC(NC(=O)c2ccco2)CC1
8	CC1CCN(c2oc(-c3ccccc3F)nc2C#N)CC1
9	O=C(CSc1nc2ccsc2c(=O)n1CC1CCC(C(=O)O)CC1)c1ccc(Cl)cc1 (configuration not stated)
10	COc1ccc(C(=O)OCC(=O)c2ccc[nH]2)c(OC)c1
11	CCn1c(SCC(=O)Nc2ccccc2F)nnc1-c1ccoc1C
12	CCCCNC(=O)CN1C(=O)C(CC)Oc2ccc(Cl)cc21 (configuration not stated)

screen / no.,7,8,9,10,11,12
Pol beta inh,-22%,-1%,22µM*,.,19%,13%
BLM inh,-9%,-9%,-16%,.,-3%,0%
TRHR ag,-0.1,0.8,0.0,.,-0.1,-0.3
ERG Ets-DNA blk,18%,-2%,-8%,9%,-7%,-7%
POLI inh,6%,10%,20µM*,31%[activator],51%[activator],-11%
Anesthetic bind,1%,4%,?,.,-8%,-6%
ALOX12 inh,-2%,381%[activator],-22%,-24%,0%,9%
APE1 inh,-1%,-9%,?,44%,16%,-3%
Pol kappa inh,-5%,9%,?,-11%,-10%,2%

13	OCC1CCCCN1C(=S)NCc1ccco1 (configuration not stated)
14	COc1ccc(C(=O)COC(=O)C(CCSC)NC(=O)COc2ccccc2)cc1 (configuration not stated)
15	COc1ccc(C(=O)Oc2ccc[nH]c2=O)cc1
16	CC(C)(C)OC(=O)NCCc1nnc(SCc2cccc(Cl)c2)o1
17	Cc1ccc(SCC(=O)c2cc(C)c(O)c(C)c2)cc1
18	Cc1ccc2c(c1)N(C(=O)N1CCC(C(=O)Nc3cccc(F)c3)CC1)CCO2

screen / no.,13,14,15,16,17,18
Pol beta inh,81%,.,28%,10%,44%,-15%
BLM inh,-2%,.,-4%,2%,-10%,-2%
TRHR ag,-0.2,-0.1,-0.5,-0.4,-1.5,-0.3
ERG Ets-DNA blk,9%,4%,0%,-4%,-7%,-3%
POLI inh,32%,23%,2%,-4%,-15%,6%
Anesthetic bind,-6%,.,37%[activator],-8%,-18%,-9%
ALOX12 inh,-8%,-16%,-3%,177%[activator],-28%,2%&-8%
APE1 inh,11%,9%,3%,3%,-23%,.
Pol kappa inh,0%,-10%,-15%,-1%,-6%,-5%

19	CCOc1ccccc1N(CC(=O)N1CCCCCC1)S(=O)(=O)c1ccc(C)cc1
20	COc1ccc(Cl)cc1NC(=O)NCCCl
21	COC(=O)c1c(NC(=O)c2ccc(Br)s2)sc2c1CCC2
22	Cn1c2c(c(=O)n(C)c1=O)[C@@]1(C(=O)Nc3ccccc31)C(C#N)=C(N)O2
23	CSc1cnn(Cc2ccccc2)c(=O)c1SCc1ccccc1
24	CC1CN(S(=O)(=O)c2ccc(NC(=O)c3cc(-c4ccccc4O)n[nH]3)cc2)CC(C)O1 (configuration not stated)

screen / no.,19,20,21,22,23,24
Pol beta inh,12%,23%,2%,-1%[57.1 µM],44%,-11%
BLM inh,0%,-2%,-4%,1%,-11%,-8%
TRHR ag,7.0,0.5,0.2,0.8,1.0,0.2
ERG Ets-DNA blk,-17%,-4%,-4%,-11%,.,4%
POLI inh,10%,1%,?,76%[activator],-12%,-8%
Anesthetic bind,-11%,-7%,-6%,5%,-17%,?
ALOX12 inh,11%,?,?,-13%,?,?
APE1 inh,5%,0%,-5%,-9%,10%,-8%
Pol kappa inh,-16%,-23%,-14%,-18%,-11%,-13%

25	Cc1cccc(C(=O)c2c(N)sc3c2CCCC3)c1
26	O=C(NCCCN1CCCC1=O)c1cc(-c2ccc(F)cc2)nc2ccccc12
27	COc1cccc(-c2nn(-c3ccccc3)cc2CN(C)C(C)c2ccncn2)c1 (configuration not stated)
28	OCC[C@@H]1C[C@@H](O)[C@H](O)[C@]2(Cc3ccccc3O2)O1
29	COc1ccccc1CNS(=O)(=O)c1cc(-c2cc(C)no2)ccc1C(C)C
30	O=C(COc1nnc2ccccn12)N1CCN(S(=O)(=O)c2ccccc2)CC1

screen / no.,25,26,27,28,29,30
Pol beta inh,15%[57.1 µM],.,-11%,4%,3%,.
BLM inh,-3%,.,-7%,-1%,-11%,.
TRHR ag,-0.1,.,2.9,0.4,-1.4,.
ERG Ets-DNA blk,5%,-7%,3%,-1%,10%,-1%
POLI inh,15%,41%[activator],50%[activator],24%,15%,0%
Anesthetic bind,-11%,.,-8%,-7%,77%[activator],.
ALOX12 inh,?,-16%,0%,0%,-28%,-1%
APE1 inh,-4%,-3%,5%,39%,-34%,.
Pol kappa inh,-7%,-15%,-4%,-1%,-12%,-17%

31	Cc1cc2nc(-c3ccncc3)cc(C(F)(F)F)n2n1
32	COCCNC(=O)C(=O)NCC1OCCN1S(=O)(=O)c1ccc(C)cc1 (configuration not stated)
33	Cn1c(NC(=O)CC(C)(C)C)cc(=O)n(C)c1=O
34	Cc1ccc(NC(=O)CSc2nncc3ccccc23)cc1
35	COc1ccccc1N1CCN(CCCCOc2cccc3ccccc23)CC1
36	CCOC(=O)C1C(=O)NC(C)C1c1ccccc1 (configuration not stated)

screen / no.,31,32,33,34,35,36
Pol beta inh,10%,20%,15%,7%,-30%,3%
BLM inh,2%,-1%,3%,-7%,0%,-3%
TRHR ag,-0.1,0.8,0.3,-2.1,-0.1,-0.2
ERG Ets-DNA blk,-11%,-4%,-6%,5%,-19%,7%
POLI inh,124%[activator],31%[activator],27%,25%,-13%,7%
Anesthetic bind,-2%,-4%,-3%,-16%,-3%,-12%
ALOX12 inh,0%,44%[activator],-9%,13%,?,-40%
APE1 inh,-2%,7%,13%,53%[activator],-6%,6%
Pol kappa inh,-20%,-8%,9%,-11%,-22%,0%

Rewritten with values under each structure: part of the list above.
Values run as follows: Pol beta inh | BLM inh | TRHR ag | ERG Ets-DNA blk | POLI inh | Anesthetic bind | ALOX12 inh | APE1 inh | Pol kappa inh
29) COc1ccccc1CNS(=O)(=O)c1cc(-c2cc(C)no2)ccc1C(C)C
    3% | -11% | -1.4 | 10% | 15% | 77%[activator] | -28% | -34% | -12%
30) O=C(COc1nnc2ccccn12)N1CCN(S(=O)(=O)c2ccccc2)CC1
    . | . | . | -1% | 0% | . | -1% | . | -17%
31) Cc1cc2nc(-c3ccncc3)cc(C(F)(F)F)n2n1
    10% | 2% | -0.1 | -11% | 124%[activator] | -2% | 0% | -2% | -20%
32) COCCNC(=O)C(=O)NCC1OCCN1S(=O)(=O)c1ccc(C)cc1 (configuration not stated)
    20% | -1% | 0.8 | -4% | 31%[activator] | -4% | 44%[activator] | 7% | -8%
33) Cn1c(NC(=O)CC(C)(C)C)cc(=O)n(C)c1=O
    15% | 3% | 0.3 | -6% | 27% | -3% | -9% | 13% | 9%
34) Cc1ccc(NC(=O)CSc2nncc3ccccc23)cc1
    7% | -7% | -2.1 | 5% | 25% | -16% | 13% | 53%[activator] | -11%
35) COc1ccccc1N1CCN(CCCCOc2cccc3ccccc23)CC1
    -30% | 0% | -0.1 | -19% | -13% | -3% | ? | -6% | -22%
36) CCOC(=O)C1C(=O)NC(C)C1c1ccccc1 (configuration not stated)
    3% | -3% | -0.2 | 7% | 7% | -12% | -40% | 6% | 0%

(more compounds)
37	COc1ccc(Cl)cc1-c1n[nH]c(=S)n1C1CCCCC1
38	CSc1nc2c(c(-c3ccccc3)c1C#N)CCC2
39	Cc1ccc(OCC(=O)N/N=C/C=C/c2ccco2)cc1C
40	Cc1ccc(S(=O)(=O)NC(CC(C)C)C(=O)NCC(c2ccco2)N2CCCCC2)cc1 (configuration not stated)

screen / no.,37,38,39,40
Pol beta inh,0%,.,1%,.
BLM inh,-2%,.,-6%,.
TRHR ag,-0.6,.,0.0,-0.9
ERG Ets-DNA blk,-7%,-12%,11%,20%
POLI inh,12%,26%,?,-24%
Anesthetic bind,?,.,?,.
ALOX12 inh,40µM*,-24%,40µM*,.
APE1 inh,-1%,.,8%,6%
Pol kappa inh,-5%,-3%,-26%,-8%

This is a subset; the hit share may differ from the screen's.
